CHOP UPR activ: apoptotic UPR (CHOP) activation. CHO-CHOP luciferase reporter, luminescence; percent of tunicamycin response over DMSO baseline. activation, % at 10 µM. hit rate 0.34% among 330,000. AID 449763;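 active = at 10 µM dose, activation of 40% or more, normalized to positive control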;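 note: 100% = tunicamycin at 10 µg/mL and 0% = DMSO alone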
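System: CHO-CHOP luciferase reporter cell line; amount: 500 cells/well; buffer or medium: F12 medium containing 10% fetal bovine serum; incubation: 6 h compound exposure at 37 °C after overnight seeding; measured by: luciferase luminescence after 10 min with Steady-Glo reagent; evaluation: % reporter activation, DMSO baseline versus tunicamycin full activation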
APJ antagonist: blocks the human apelin receptor APJ; P35414; CHO-K1 APJ beta-arrestin complementation, luminescence; inhibition, % at 20 µM; hit rate 0.32% among 330,000;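 active = inhibition above about 40% at 20 µM, limit read from the data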;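 note: cells challenged with 10 nM apelin-13 agonist together with compound; plate controls were apelin-13 plus DMSO wells for no effect and DMSO wells lacking apelin-13 for full effect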
Target sequence (P35414 whole entry, looked up): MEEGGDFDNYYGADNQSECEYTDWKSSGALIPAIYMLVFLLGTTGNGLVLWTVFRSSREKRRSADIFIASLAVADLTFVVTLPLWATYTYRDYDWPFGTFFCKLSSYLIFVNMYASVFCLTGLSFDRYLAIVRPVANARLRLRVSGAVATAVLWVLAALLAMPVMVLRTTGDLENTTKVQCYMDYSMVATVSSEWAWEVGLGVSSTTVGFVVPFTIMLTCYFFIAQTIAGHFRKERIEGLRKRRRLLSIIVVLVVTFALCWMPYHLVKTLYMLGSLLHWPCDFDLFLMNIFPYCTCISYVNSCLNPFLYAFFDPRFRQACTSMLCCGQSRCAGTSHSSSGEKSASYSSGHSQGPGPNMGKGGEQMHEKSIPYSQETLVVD
TIM10 inh: TIM10 yeast growth inhibition | S. cerevisiae TIM10 strain growth, BacTiter-Glo luminescence, 24 h | AID 463195 | hit rate 1.4% among 330,000 | inhibition, % at 10 µM;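 active = inhibition of 40% or more at the single tested concentration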;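 note: wild-type TIM10 isogenic control strain grown at permissive 25 °C; 0% = DMSO yeast wells and 100% = minimal medium wells without yeast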
Mdm2-MdmX inh: inhibitors of human Mdm2/MdmX interaction; O15151+Q00987; SaOS-2 split-luciferase Mdm2/MdmX complementation, luminescence; inhibition, % at 8 µM; hit rate 3% among 330,000;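 active = inhibition of at least 50% at 8 µM in the primary screen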
XBP1 UPR activ: adaptive UPR (XBP1) activation; activation, % at 20 µM; hit rate 0.33% among 330,000; CHO-XBP1 luciferase reporter, IRE1-XBP1 UPR activation, luminescence; percent of tunicamycin response, DMSO as zero; AID 463104;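 active = versus positive control, 20 µM dose yields 30% or more activation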;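 note: 100% = tunicamycin at 10 µg/mL and 0% = DMSO only wells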
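Test system: CHO-XBP1 luciferase reporter cells | Buffer or medium: Serum-containing F12 medium, 10% FBS | Schedule: 6 h compound exposure at 37 °C, 5% CO2 | Detection: Steady-Glo luciferase glow luminescence, 10 min after reagent addition | Read-out basis: Activation, % of tunicamycin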
CXCR6 inh: CXCR6 (human) receptor inhibition; O00574; CHO-K1 PathHunter CXCR6 beta-arrestin, luminescence; inhibition, % at 20 µM; hit rate 0.36% among 360,000; AID 602244; in the data active = inhibition above about 34%, passing the limit was not always enough;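 note: antagonist mode with CXCL16 agonist at 10 nM final; 0% = 10 nM CXCL16 with DMSO and 100% = unstimulated wells without agonist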
Target sequence (O00574 whole entry, looked up): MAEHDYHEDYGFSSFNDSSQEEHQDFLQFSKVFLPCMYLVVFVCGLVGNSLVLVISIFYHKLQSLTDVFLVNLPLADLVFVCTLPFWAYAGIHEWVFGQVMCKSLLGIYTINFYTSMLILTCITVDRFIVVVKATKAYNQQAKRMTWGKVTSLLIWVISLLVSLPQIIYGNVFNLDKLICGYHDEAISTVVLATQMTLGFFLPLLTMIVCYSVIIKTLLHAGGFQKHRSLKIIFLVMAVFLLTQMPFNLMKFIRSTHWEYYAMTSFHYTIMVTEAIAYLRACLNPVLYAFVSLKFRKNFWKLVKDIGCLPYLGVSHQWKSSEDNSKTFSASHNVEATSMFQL
tim23-1 inh: growth inhibitors of tim23-1 mutant yeast. inhibition, % at 20 µM. AID 463212. hit rate 1.3% among 330,000. S. cerevisiae tim23-1 growth, BacTiter-Glo luminescence, 24 h;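 active = growth inhibition of the mutant yeast at or above 50%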;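 note: temperature-sensitive mutant grown at 25 °C; plate controls were DMSO-treated mutant yeast for no effect and medium wells lacking yeast for full effect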
APJ agonist: activates the human apelin receptor APJ | P35414 | CHO-K1 APJ PathHunter beta-arrestin, luminescence; 0% DMSO wells, 100% apelin | activation, % at 20 µM | hit rate 0.11% among 330,000 | AID 2520;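 active = activation more than six SD over the plate average, tested at 20 µM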;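 note: 0% = DMSO alone and 100% = apelin-13 at 10 nM; some results filed as inactive read as strong as hits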
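Assay system: CHO-K1 cells stably expressing ProLink-tagged human APJ and arrestin–beta-gal acceptor. Compound dosing: 20 µM single point, 1% DMSO. Times: 16-18 h seeding, 90 min dark compound exposure, 60 min detection. Detection: beta-gal luminescence. Evaluation: APJ–arrestin association signal. Controls: negative DMSO alone, positive Apelin-13 at 10 nM.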
tim10-1 inh: tim10-1 yeast growth inhibition; inhibition, % at 20 µM; S. cerevisiae tim10-1 ts strain growth, BacTiter-Glo, 24 h; hit rate 2.2% among 330,000; AID 463190;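 active = inhibition of at least 40%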;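 note: mutant grown at 25 °C; 0% = DMSO wells with yeast and 100% = wells holding no yeast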
An asterisk follows results filed as active.

1: C=CCNC(=O)C1CC(=O)N(c2ccc(OCC(=O)Nc3cccc(OC)c3)cc2)C1 (stereo not given)
2: O=C(Nc1ccc2c3c(cccc13)CC2)c1ccco1
3: CCC(CC)c1nnc(NC(=O)c2cccc(S(=O)(=O)N3CCOCC3)c2)s1
4: CC(C)NC(=O)CCCc1cn(C)c2ccccc12
5: Cc1ccc(S(=O)(=O)N2[C@@H](c3cccc(Cl)c3)C(C(=O)O)=CC[C@H]2c2ccc(C(C)C)cc2)cc1
6: COc1ccc(Cc2nc3ccccc3n2CC(=O)N/N=C/c2ccccc2)cc1OC

assay / entry	1	2	3	4	5	6
CHOP UPR activ	0.1	3.3	-2.3	-0.1	1.2	-0.8
Mdm2-MdmX inh	3	7	-8	-11	-25	19
tim10-1 inh	-7	35	7	-10	28	17
tim23-1 inh	-16	11	13	1	40	3
TIM10 inh	-3	7	10	-6	14	-2
XBP1 UPR activ	-1	1	-4	2	-1	-4
CXCR6 inh	-1	-2	-1	11	6	-4
APJ antagonist	-8	8	6	18	-29	14
APJ agonist	3	-3	-2	0	5	-2

7: ClCc1cc2ccccc2nc1Cl
8: Cc1nc(CS(=O)(=O)c2ccccn2)sc1C(=O)NNC(=O)c1c(F)cccc1Cl
9: O=C1C2C(c3cccc(/C=C/c4ccccc4)c3)CC=CC2C(c2ccc3ccccc3c2)N1Cc1ccccc1 (stereo not given)
10: CCCn1nc(C(=O)OCC(=O)c2c(N)n(C)c(=O)n(C)c2=O)c2ccccc2c1=O
11: COc1ccc(NC(=S)Nc2cccc(C(F)(F)F)c2)c(C)c1
12: COc1ccc(NC(=O)c2cccc(N3C(=O)C4C5CCC(C5)C4C3=O)c2)cc1 (stereo not given)

assay / entry	7	8	9	10	11	12
CHOP UPR activ	0.8	0.0	-2.0	-0.3	-2.1	1.0
Mdm2-MdmX inh	9	-10	26	13	30	-4
tim10-1 inh	7	-9	28	7	16	-2
tim23-1 inh	5	10	21	0	26	7
TIM10 inh	4	-2	36	8	20	3
XBP1 UPR activ	2	1	0	-2	1	-4
CXCR6 inh	-6	-7	2	-2	2	-11
APJ antagonist	-21	-13	12	-16	8	8
APJ agonist	-2	4	-3	3	-4	3

13: CCOC(=O)c1c(N)sc2c(NC(C)=O)cccc12
14: O=C(O)COCC(=O)Nc1ccc2c(c1)oc1ccccc12
15: CC(C)(C)c1ccc(C(=O)Oc2ccc3c(c2)OCC3=O)cc1
16: O=C(OCn1nnc2ccccc2c1=O)c1ccco1
17: CCNC(=O)NCCc1c[nH]c2ccc(Cl)cc12
18: CCOc1ccc(NC(=O)Nc2ccc3c(c2)N(C)C(=O)CS3)cc1

assay / entry	13	14	15	16	17	18
CHOP UPR activ	-0.7	-0.3	2.5	-1.1	0.8	-1.1
Mdm2-MdmX inh	13	10	-12	6	-6	43
tim10-1 inh	-5	5	14	-7	13	12
tim23-1 inh	15	0	21	-7	17	-4
TIM10 inh	27	-7	18	-1	6	2
XBP1 UPR activ	-2	-8	8	-1	0	-2
CXCR6 inh	0	-6	-2	2	2	-2
APJ antagonist	35	15	13	4	13	-8
APJ agonist	4	0	2	5	-2	0

19: Cc1ccc(N(Cc2ccccc2)C(=O)c2ccc(F)c(S(=O)(=O)N3CCOCC3)c2)cc1
20: Cc1csc2ncc(C(=O)N3CCCc4ccccc43)c(=O)n12
21: CC1CCCCN1CCNC(=O)C1CCN(S(=O)(=O)c2cccc3cccnc23)CC1 (stereo not given)
22: COCC(C)n1c(C)cc(C(=O)COC(=O)c2cccn2C)c1C (stereo not given)
23: Cc1ccc(-c2cc(C(F)F)nc(NCc3cccs3)n2)cc1
24: CC(Sc1nnnn1C)C(=O)Nc1cc(S(=O)(=O)N2CCCCC2)ccc1Cl (stereo not given)

assay / entry	19	20	21	22	23	24
CHOP UPR activ	1.9	0.1	-2.4	-3.9	0.7	0.2
Mdm2-MdmX inh	24	-12	6	26	-41	-5
tim10-1 inh	18	8	3	-10	-13	18
tim23-1 inh	35	18	7	3	-14	18
TIM10 inh	16	0	5	18	-11	7
XBP1 UPR activ	-4	-2	5	-5	-2	0
CXCR6 inh	0	4	2	2	-3	16
APJ antagonist	22	8	-9	15	-16	6
APJ agonist	9	-3	-3	-4	0	0

25: O=C(Oc1ccc(Cl)c2cccnc12)c1cccnc1
26: CCOC(=O)c1sc(=NC(=O)c2cccc(Br)c2)n(C)c1C
27: Cc1ccc(NC(=O)Cn2nc(-c3ccco3)ccc2=O)cc1Cl
28: COc1ccc(Cn2c(=O)[nH]c3cc(C(=O)N4CCN(c5ccc(C(C)=O)cc5)CC4)ccc3c2=O)cc1

assay / entry	25	26	27	28
CHOP UPR activ	11	16	1.9	4.8
Mdm2-MdmX inh	17	-63	22	1
tim10-1 inh	25	15	-2	-5
tim23-1 inh	29	18	15	-24
TIM10 inh	7	1	-10	-2
XBP1 UPR activ	17	3	-7	7
CXCR6 inh	36	3	8	-2
APJ antagonist	-18	15	3	-12
APJ agonist	8	-1	-1	3

Gathered by group: the entries above with four or more nitrogen atoms
3: CCC(CC)c1nnc(NC(=O)c2cccc(S(=O)(=O)N3CCOCC3)c2)s1
6: COc1ccc(Cc2nc3ccccc3n2CC(=O)N/N=C/c2ccccc2)cc1OC
8: Cc1nc(CS(=O)(=O)c2ccccn2)sc1C(=O)NNC(=O)c1c(F)cccc1Cl
10: CCCn1nc(C(=O)OCC(=O)c2c(N)n(C)c(=O)n(C)c2=O)c2ccccc2c1=O
21: CC1CCCCN1CCNC(=O)C1CCN(S(=O)(=O)c2cccc3cccnc23)CC1 (stereo not given)
24: CC(Sc1nnnn1C)C(=O)Nc1cc(S(=O)(=O)N2CCCCC2)ccc1Cl (stereo not given)
28: COc1ccc(Cn2c(=O)[nH]c3cc(C(=O)N4CCN(c5ccc(C(C)=O)cc5)CC4)ccc3c2=O)cc1

assay / entry	3	6	8	10	21	24	28
CHOP UPR activ	-2.3	-0.8	0.0	-0.3	-2.4	0.2	4.8
Mdm2-MdmX inh	-8	19	-10	13	6	-5	1
tim10-1 inh	7	17	-9	7	3	18	-5
tim23-1 inh	13	3	10	0	7	18	-24
TIM10 inh	10	-2	-2	8	5	7	-2
XBP1 UPR activ	-4	-4	1	-2	5	0	7
CXCR6 inh	-1	-4	-7	-2	2	16	-2
APJ antagonist	6	14	-13	-16	-9	6	-12
APJ agonist	-2	-2	4	3	-3	0	3

Compound activity from PubChem BioAssay.

This is a subset; the hit share may differ from the screen's.
